Screens as filed in PubChem BioAssay.
QS inhibitor – S. aureus quorum sensing inhibition; AID 527; S. aureus RN6390 RNAIII-GFP reporter, AIP-induced, flow cytometry 3 h; 24,000 compounds, 0.3% hits; inhibition, % at 2 µM;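 active = share of bacteria positive for the green fluorescent reporter and its mean brightness both inhibited by 50% or more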;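 note: 0% = AIP-stimulated control and 100% = unstimulated bacteria without AIP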
QS inhibitor GFP MFI % – second read-out of QS inhibitor, no call of its own (marks repeat the call); inhibition, %; measured here: inhibition of GFP MFI
Active calls of the source: *. The list is partial, so the mix of outcomes need not match the whole.

SMILES	QS inhibitor	QS inhibitor GFP MFI %
COc1ccc2cc(C#N)c(N3CCN(Cc4nnnn4CCC(C)C)CC3)nc2c1	0	29
COCCNC(=O)C1CC(c2cccc(OC)c2)=NO1 (stereo not given)	0	4
Cc1cc(C)cc(NC(=O)C2CCN(S(=O)(=O)c3c(C)n[nH]c3C)CC2)c1	-2	1
Cc1ccc(CCNC(=O)C2CCN(S(=O)(=O)c3cccc4nonc34)CC2)cc1	-1	2
CC(C)Sc1nnc(Cn2c(=O)sc3ccccc32)n1-c1ccccc1	0	-13
CCCn1nnc(NCc2ccc(OCc3cccs3)c(OC)c2)n1	-2	-7
Cc1cccc(OCc2nc(-c3nonc3N)no2)c1C	-1	-6
CCN(C1CCCCC1)S(=O)(=O)c1ccc(OC)c(C)c1	0	6
Cc1cccc(N2CCN(C(=O)c3cc4ccccc4oc3=O)CC2)c1C	-5	-34
COc1ccc(-n2[nH]c(C)cc2=O)cc1	6	6
O=C(C1CC1)N1CCc2cc(S(=O)(=O)NCCC3=CCCCC3)ccc21	-6	-3
COCCn1c(SCC(=O)Nc2nnc(C)s2)nnc1-c1ccncc1	0	2
CC1Cc2ccccc2N1C(=O)COC(=O)Cn1nnc(-c2ccccc2)n1 (stereo not given)	0	4
CN1CCc2c(sc3c2c(=O)n(-c2cccc(Cl)c2)c2nncn32)C1	-1	-10
c1ccc(OCCCn2nnc(-c3cccnc3)n2)cc1	0	1
COc1cccc(N2CCN(C(=O)CN(C)S(=O)(=O)c3ccc4c(c3)CCC(=O)N4)CC2)c1	-7	-13
CC(C)CCN(C)C1CCN(S(=O)(=O)c2ccc(F)cc2)CC1	-1	-7
COc1ccccc1CNC(=O)C1CCCN(S(=O)(=O)c2cnc[nH]2)C1 (stereo not given)	-1	3
CCOC(=O)N1CCC(c2cc(=O)n3[nH]c(-c4ccccc4)cc3n2)CC1	-1	-10
Cc1ccc2ncnc(NCCCN3CCOCC3)c2c1	1	11
CCN1CCN(C(=O)C2c3cc(OC)c(OC)cc3C(=O)N3CCc4ccccc4C23)CC1 (stereo not given)	-4	-1
CCCN1CCN(CCCNC(=O)c2cc3c(=O)n(C)c4ccccc4c3n2C)CC1	-3	-3
CC1CCCN(C(C(=O)Nc2ccc(C(C)C)cc2)c2ccc3c(c2)OCO3)C1 (stereo not given)	-2	1
COc1ccc(CC(=O)N2CCN=C2SC)cc1	-4	-23
COc1ccc(C2C(C(=O)c3sc(C)nc3C)=C(O)C(=O)N2CCN(C)C)cc1OC (stereo not given)	0	-18

Overlap with the part before: six compounds, followed by the next part.
SMILES	QS inhibitor	QS inhibitor GFP MFI %
Cc1ccc2ncnc(NCCCN3CCOCC3)c2c1	1	11
CCN1CCN(C(=O)C2c3cc(OC)c(OC)cc3C(=O)N3CCc4ccccc4C23)CC1 (stereo not given)	-4	-1
CCCN1CCN(CCCNC(=O)c2cc3c(=O)n(C)c4ccccc4c3n2C)CC1	-3	-3
CC1CCCN(C(C(=O)Nc2ccc(C(C)C)cc2)c2ccc3c(c2)OCO3)C1 (stereo not given)	-2	1
COc1ccc(CC(=O)N2CCN=C2SC)cc1	-4	-23
COc1ccc(C2C(C(=O)c3sc(C)nc3C)=C(O)C(=O)N2CCN(C)C)cc1OC (stereo not given)	0	-18
COc1ccc(NC(=O)c2nnn(Cc3cccc(F)c3)c2N)c(OC)c1	1	6
CC1CCN(C(=O)Cn2c(=O)n(Cc3ccc4c(c3)OCO4)c(=O)c3ccccc32)CC1	10	22
COc1cccc(C2CC(c3ccccc3)n3ncnc3N2)c1 (stereo not given)	-3	-9
CC1CCN(CC(C)OC(=O)c2ccc3c(c2)OCCO3)CC1 (stereo not given)	-2	-2
O=C(c1cc2cc3ccc(Cl)cc3nc2o1)N1CCN(Cc2ccc3c(c2)OCO3)CC1	0	11
CCC(C)(C(=O)NC1CCCCC1)N(Cc1ccco1)C(=O)CC1NC(=O)NC1=O (stereo not given)	-1	2
Cc1cc(N2CCN(C)CC2)nc2ccc(NC(=O)CCC(=O)NCCC3=CCCCC3)cc12	16	33
CCCN1Cc2cccc(C(=O)Nc3cc(OC)cc(OC)c3)c2C1=O	1	29
NC(=O)C1(N2CCCCC2)CCN(C(=O)c2ccc(-n3cnnn3)cc2)CC1	-3	-22
CCCCNC(=O)CS(=O)Cc1nc(-c2cccc(Cl)c2)oc1C (stereo not given)	0	15
CC1CC(C)CN(CC(=O)Nc2ccc3c(c2)OCCO3)C1 (stereo not given)	-3	4
COc1ccc(C2C(C(=O)c3sc(C)nc3C)=C(O)C(=O)N2CCN2CCOCC2)cc1 (stereo not given)	0	14
CC(=O)Oc1c(S(=O)(=O)c2ccc(C)cc2)c(C)nn1C(C)(C)C	78*	67*
CC(=O)C1=C(NC(=O)c2ccccc2F)C[C@@H]2[C@H]1C2(C)C	0	-22
CCCCN(C)C(=O)c1cn(C)c2ccc(S(=O)(=O)N(C)C)cc2c1=O	0	10
COc1ccccc1CNS(=O)(=O)c1cccc(S(=O)(=O)N2CCOCC2)c1	0	-23
CC(=O)C(Sc1nc(-c2ccco2)nc2c1c(=O)n(C)c(=O)n2C)C(=O)N(C)C (stereo not given)	1	9
O=C(Cn1cnc2c(nnn2Cc2ccc(F)cc2)c1=O)N1CCN(c2ccccc2)CC1	0	35
CC(=O)Nc1ccc(S(=O)(=O)N2CCC(c3nc4ccccc4[nH]3)CC2)cc1	-1	12
CCC1Oc2ccccc2N(CC(=O)NCCC2=CCCCC2)C1=O (stereo not given)	-1	-1
Cc1cc(Nc2cccc(C(F)(F)F)c2)n2nc(C)nc2n1	5	20
CCc1ccc(Nc2oc(C)cc(=O)c2C(C)=O)cc1	-1	16
COc1ccc2cnn(-c3ccccc3C)c(=O)c2c1OC	4	30
CSc1nsc(SC)c1C(=O)N1CCN(S(=O)(=O)c2ccc(C)cc2)C1C (stereo not given)	0	-3
COc1ccc(-c2nnc(SCC(=O)N3CCOCC3)o2)cc1OC	-3	-4

2 of the compounds above, as labelled records:
> CN1CCc2c(sc3c2c(=O)n(-c2cccc(Cl)c2)c2nncn32)C1
  QS inhibitor = -1 | QS inhibitor GFP MFI % = -10

> c1ccc(OCCCn2nnc(-c3cccnc3)n2)cc1
  QS inhibitor = 0 | QS inhibitor GFP MFI % = 1

Three compounds from above, ordered by the value under QS inhibitor GFP MFI %, falling:
SMILES	QS inhibitor	QS inhibitor GFP MFI %
Cc1cc(N2CCN(C)CC2)nc2ccc(NC(=O)CCC(=O)NCCC3=CCCCC3)cc12	16	33
CCCCNC(=O)CS(=O)Cc1nc(-c2cccc(Cl)c2)oc1C (stereo not given)	0	15
CC(=O)C1=C(NC(=O)c2ccccc2F)C[C@@H]2[C@H]1C2(C)C	0	-22

Going on with the list.
SMILES	QS inhibitor	QS inhibitor GFP MFI %
CCOC(=O)c1cc2sccc2n1CC(=O)Nc1ccc2c(c1)OCCO2	-1	-20
CSC1=NCCN1C(=O)c1ccc(S(=O)(=O)N2CCCCC2)cc1	0	-12
COC(=O)c1[nH]c2cc(OC)ccc2c1NC(=O)CCN1CCCCC1	1	5
CCOC(=O)c1nnn(-c2nonc2N)c1CNc1ccc(C)c(Br)c1	-7	-17
CC1c2nc3ccccc3n2C(CC(=O)NCc2ccccn2)C(=O)N1Cc1ccccc1 (stereo not given)	1	3
O=C(COc1ccc(Cl)cc1)NCc1nnc(SCC(=O)NC2CCCCC2)o1	2	8
CCCCSc1nc2c(c(=O)[nH]1)CCC2	1	7
CCC1Oc2ccc(C)cc2N(CC(=O)NCCCN2CCN(Cc3ccccc3)CC2)C1=O (stereo not given)	-2	-12
CCC1Oc2ccc(C)cc2N(CC(=O)NCCCN2CCCCC2CC)C1=O (stereo not given)	0	2
Cc1ccc(NC(=O)c2ccccc2O)cc1	0	-3
O=c1[nH]c2ccccc2n1CCCN1CCN(C(c2ccccc2)c2ccccc2)CC1	0	4
COc1ccc(C2=NOC(C(=O)NCc3ccc(F)cc3)C2)cc1OC (stereo not given)	-1	-14
CC(=O)OC(C)C[N+](C)(C)C (stereo not given)	1	21
O=P(c1ccccc1)(c1ccccc1)C(c1ccco1)N1CCOCC1 (stereo not given)	-1	-6
CCOC(=O)C1CCN(C(=O)c2cc3c(-c4ccc(OC)c(OC)c4)nn(C)c3s2)CC1	0	6
COc1ccc(-c2nc(-c3ccc(Br)o3)no2)cc1OC	4	7
CCOc1cc(NC(=O)c2ccco2)c(OCC)cc1NC(=O)COc1ccccc1C	-3	-12
